# NS3 helicase inh: inhibitors of Hepatitis C virus NS3 helicase. hit rate 0.56% among 290,000. inhibition, % at 10.9 µM. NS3 helicase DNA unwinding, Cy5 molecular beacon fluorescence;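 active means inhibition above the mean of all tested compounds plus 3 SD, set per campaign, cut at about 35% in these data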;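 further: 0% = DMSO wells and 100% = thioflavine S control wells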
#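 System: NS3 helicase fragment of HCV / Schedule: 1 h at 25 °C / Control set: DMSO alone as 0% and 110 µM thioflavine S as 100% / Reagent: Cy5/quencher beacon DNA duplex and ATP to start / Technique: Cy5 fluorescence / Replication: singlicate / Evaluation: % inhibition of end-to-start signal ratio versus controls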
# IDE cell activ: IDE (human) activation, cell-based. AID 493087. hit rate 0.073% among 340,000. HEK cells, FAbeta-B cleavage, fluorescence polarization; 0% vehicle, 100% cell-free pure enzyme wells. activation, % at 5.96 µM. P14735;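 active means activation above the mean of all tested compounds plus 3 SD, set per screening campaign, cut at about 17% in these data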
# Target sequence (P14735 whole entry, looked up): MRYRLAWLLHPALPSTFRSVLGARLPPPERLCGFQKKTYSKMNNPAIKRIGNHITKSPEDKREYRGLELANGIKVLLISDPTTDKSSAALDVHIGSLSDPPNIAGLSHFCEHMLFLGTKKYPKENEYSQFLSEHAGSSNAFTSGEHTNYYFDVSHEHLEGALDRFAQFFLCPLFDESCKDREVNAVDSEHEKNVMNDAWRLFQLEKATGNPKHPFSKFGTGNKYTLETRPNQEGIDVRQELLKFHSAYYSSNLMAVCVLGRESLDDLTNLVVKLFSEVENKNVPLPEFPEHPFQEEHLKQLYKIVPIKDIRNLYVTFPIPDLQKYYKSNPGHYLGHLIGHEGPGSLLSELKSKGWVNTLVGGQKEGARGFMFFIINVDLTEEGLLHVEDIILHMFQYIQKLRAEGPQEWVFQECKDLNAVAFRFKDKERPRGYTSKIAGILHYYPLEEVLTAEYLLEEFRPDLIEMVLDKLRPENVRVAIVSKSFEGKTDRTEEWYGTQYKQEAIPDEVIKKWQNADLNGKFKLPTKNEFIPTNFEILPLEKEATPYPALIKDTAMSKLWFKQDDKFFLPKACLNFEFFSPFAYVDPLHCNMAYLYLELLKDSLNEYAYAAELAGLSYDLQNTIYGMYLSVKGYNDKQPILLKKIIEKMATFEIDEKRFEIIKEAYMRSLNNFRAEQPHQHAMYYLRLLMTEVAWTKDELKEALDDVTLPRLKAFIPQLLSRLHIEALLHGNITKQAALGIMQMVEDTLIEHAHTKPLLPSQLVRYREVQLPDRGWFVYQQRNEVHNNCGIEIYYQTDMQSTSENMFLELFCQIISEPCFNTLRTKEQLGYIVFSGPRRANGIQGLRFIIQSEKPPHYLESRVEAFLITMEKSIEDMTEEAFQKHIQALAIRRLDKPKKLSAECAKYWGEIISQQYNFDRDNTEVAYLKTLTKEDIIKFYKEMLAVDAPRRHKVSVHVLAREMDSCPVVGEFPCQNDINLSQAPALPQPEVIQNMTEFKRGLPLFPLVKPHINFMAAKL
# UBC9 SUMO inh: blocks human SUMOylation mediated by UBC9. HTRF SUMOylation assay, SAE1/SAE2 + UBC9, in vitro. inhibition, % at 35 µM. hit rate 0.36% among 290,000. AID 2006; in the data active means inhibition above about 50%, passing the limit was not always enough; further: strong numbers were not always called active
# VIM-2 inhibitor: inhibitors of Pseudomonas aeruginosa VIM-2 metallo-beta-lactamase. purified VIM-2, nitrocefin hydrolysis, epi-absorbance fluorescence. inhibition, % at 5.6 µM. hit rate 0.89% among 290,000. AID 1527;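 active means inhibition above the mean of all tested compounds plus 3 SD, cutoff set per screening run, cut at about 7.5% in these data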;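 further: red hydrolysis product quenches plate fluorescence so inhibitors raise well fluorescence; 0% = enzyme with DMSO and 100% = DMSO without enzyme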
# FID counter: displaces DNA intercalator in HCV helicase counter-screen; hit rate 0.17% among 290,000; AID 1845; inhibition, % at 7.9 µM; DNA fluorescent intercalator displacement, fluorescence; in the data active means inhibition above about 37%;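 further: 0% = vehicle and 100% = reference compound; higher means more ethidium bromide displaced from hairpin DNA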
# IDE cell inh: inhibitors of human insulin-degrading enzyme in cells | inhibition, % at 5.59 µM | HEK cells, FAbetaB cleavage, fluorescence polarization | AID 434962 | hit rate 0.41% among 320,000 | P14735;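 active means percent inhibition above the average of all tested compounds plus 3 SD, set per screening campaign, cut at about 16% in these data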;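 further: IDE supplied by intact live HEK cells; FP after avidin binding of uncleaved biotin substrate so inhibition keeps polarization high; 0% = DMSO wells and 100% = 60 µM reference IDE inhibitor Ii1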
# M18AAP inhibitor: PfM18AAP enzyme inhibition. recombinant PfM18AAP, H-Glu-NHMec fluorogenic cleavage. AID 1822. hit rate 1.2% among 290,000. inhibition, % at 7.35 µM;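 active means inhibition above the campaign mean inhibition over all tested compounds plus 3 SD, cut at about 28% in these data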;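 further: 0% = plate median of test compound wells and 100% = 2 mM ZnCl2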
# pCIP destab: lowers stability of the mouse p/CIP coactivator protein; decrease of EGFP signal, % at 10 µM; Q05BA5; AID 1984; hit rate 0.01% among 290,000; F442A p/CIP-EGFP cells, EGFP fluorescence, 16 h;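 active means EGFP signal decrease of at least 30% at 10 µM or well 3 SD below plate mean, unless failing retest; inactive means the rest, including hits failing retest or dose response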; further: some compounds called inactive have numbers as strong as hits; many of its hits are not listed in these tables
# IMP-1 inh: blocks Pseudomonas aeruginosa IMP-1 metallo-beta-lactamase; purified IMP-1, nitrocefin hydrolysis, epi-absorbance fluorescence; inhibition, % at 5.6 µM; hit rate 0.45% among 290,000; AID 1556;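 active means inhibition above the mean plus 3 SD of all compounds in the same screening run, cut at about 4.5% in these data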;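 further: 0% = IMP-1 with DMSO and 100% = DMSO wells lacking enzyme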
#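 Assay system: purified IMP-1; Quantity: IMP-1 0.2 nM before substrate addition; Medium: HEPES buffer pH 7.1 with ZnSO4 and Brij 35; Incubation: 15 min enzyme–compound preincubation, then 25 min nitrocefin reaction, 25 °C; Signal: fluorescence quenching readout, ex 480/em 530 nm; Controls: DMSO with and without IMP-1; Repeats: singlicate testing.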
# * marks the source's active call; other numbers are inactive results; x = not tested or not shown.
SMILES	NS3 helicase inh	IDE cell activ	UBC9 SUMO inh	VIM-2 inhibitor	FID counter	IDE cell inh	M18AAP inhibitor	pCIP destab	IMP-1 inh
CCOC(=O)CNC(=O)Cn1cnc2c(nnn2-c2ccc(OC)cc2)c1=O	6	-1	4	-1.2	-2	-3	1	6	-4.3
O=C(Cn1cnc2ccccc21)N/N=C/c1cccs1	-11	2	0	-4.5	-5	2	4	1	-3.6
CCn1cc(CN2CCCC(C(=O)Nc3cccc(-n4cccn4)c3)C2)c(C)n1 (stereo unspecified)	-5	3	12	-2.2	15	-1	2	-7	-1.0
CSc1sc(-c2nnc(SCC(=O)Nc3ccc(Cl)cc3)n2C)c2c1C=CCC2	-19	x	24	-1.1	-2	8	-5	-2	-0.6
C/C(=N\NC1=N[C@H]2CS(=O)(=O)C[C@H]2S1)c1ccccc1	-22	x	-2	-3.0	-1	4	-3	-16	-2.6
Cc1cc(C)c(C)c(S(=O)(=O)NCC(=O)Nc2ccccc2F)c1C	-10	0	4	-3.7	-13	x	-2	-5	-4.2
CCN1CCN(C(=O)Nc2cc(Cl)ccc2OC)CC1	6	-1	12	-1.7	0	2	-8	-7	-1.2
Cc1ccc(S(=O)(=O)N2C(=O)CCC2C(=O)O/N=C(\N)c2ccccc2)cc1 (stereo unspecified)	8	0	-11	-2.9	-25	2	-4	-13	-0.7
CN(C)c1cccc(C(=O)OC(C(=O)Nc2ccc(Cl)cc2C(F)(F)F)c2ccccc2)c1 (stereo unspecified)	7	-4	-24	-1.9	-14	4	0	2	0.7
Cc1ccc(C)c(Cn2c(=O)n(CCC(=O)NCc3ccco3)c(=O)c3ccccc32)c1	-2	2	-5	-1.6	2	-6	0	9	-3.9
O=C(c1ccc(Cl)c(Cl)c1)N1CCOCC1	7	0	14	-2.5	1	0	-4	-27	-2.5
NC(=O)c1ccc(NCCc2ccccc2)c([N+](=O)[O-])c1	5	7	13	-2.5	3	-2	-8	-15	-2.7
O=C(CSc1ccc(Cl)cc1)Nc1ncccn1	3	0	5	-2.7	-7	-1	-1	-13	-2.6
CN(C)S(=O)(=O)c1ccc(NC(=O)N2CCN(c3cccc(C(F)(F)F)c3)CC2)cc1	-3	-5	-6	-3.2	-2	5	2	-7	-3.4
Cc1ccc(-n2nc(-c3cccnc3)cc2C(=O)N2CCOCC2)c(C)c1	5	0	2	-2.4	-20	3	-3	12	-0.1
Cc1cc(C)cc(OC(=O)CS(=O)c2ccc(C(F)(F)F)cc2[N+](=O)[O-])c1 (stereo unspecified)	4	3	-1	-2.2	-7	-1	-8	-3	1.9
C=COC(=O)c1sc2nc(C)cc(C)c2c1N	-8	0	30	0.2	-5	2	-2	3	-3.2
COc1ccc(C2CC(c3ccccc3)Nc3ncnn32)cc1 (stereo unspecified)	-9	2	1	0.0	-20	-3	1	-4	-0.3
COc1cc(CNCc2ccc(OC)cc2OC)cc(OC)c1	-11	-5	6	-0.4	12	-1	10	10	-3.1
Cc1ccc(C(=O)N/C(=C\c2ccccc2)C(=O)NCCN2CCOCC2)cc1	20	1	-4	-0.8	-3	6	0	2	-1.9
CCOC(=O)C1CCN(S(=O)(=O)c2ccc(-c3nc4ccccc4s3)s2)CC1	7	x	18	-0.2	-7	5	-19	2	0.0
COc1ccc(NC(=O)N2CCN(c3ccc([N+](=O)[O-])cc3)CC2)cc1OC	1	-7	-11	2.9	-9	10	6	-10	0.8
CN(C)c1ccc(CNC(=O)c2cc(S(=O)(=O)N3CCCC3)cn2C)cc1	-14	7	-22	-2.4	-20	-2	10	3	-4.2
COc1ccccc1NC(=O)c1ccc2c(c1)nnn2C	-5	4	5	-7.1	-3	5	-1	-9	-4.8
Cc1ccc(-c2nc(-c3cccnc3)no2)c(C)c1	-1	2	-2	-2.0	-5	2	1	26	1.6
COc1ccc2nc(N=NC3=C(O)CC(C)(C)CC3=O)sc2c1	2	4	-15	-6.3	-15	-2	10	6	-3.9
CCOc1ccc(NC(=S)Nc2cc(C)[nH]n2)cc1	-4	-2	0	-3.2	-3	5	6	-23	-3.5
Cc1cc(=O)oc2ccc(OCC(=O)N3CCc4ccccc43)cc12	0	-2	8	0.3	-6	-1	1	-6	-2.7
COc1ccc(NC(=S)N(CCc2ccc(OC)c(OC)c2)Cc2ccccn2)cc1	6	2	7	-1.1	-14	7	0	-14	-3.2
COc1cc(/C=C/C(=O)c2ccc(C)cc2)ccc1OCC#N	2	3	9	-1.9	-15	8	7	-17	-2.1
CCN(CC)C(=O)C(C)OC(=O)COc1ccc(Cl)cc1Cl (stereo unspecified)	6	5	11	-0.1	-27	3	1	3	-1.4
COc1cc(OC)c(NC(=O)c2ccco2)cc1Cl	-3	7	4	-0.3	0	3	-1	1	-1.3
Cc1cc(-c2cccc(Br)c2)c(C#N)c(N)n1	11	2	28	-1.6	-3	-5	2	-9	-2.9
COc1ccc(CCn2c(C)c(C(C)=O)c3cc(OC(=O)c4ccco4)ccc32)cc1OC	11	-3	-2	-3.6	-13	-3	-3	-5	-2.0
N=C1c2ccccc2CN1NC(=O)CC12CC3CC(CC(C3)C1)C2	-13	4	-12	-1.9	2	2	4	5	0.1
CCN1CCN(C(=O)c2cn(CCOC)c(=O)c3c2c2ccccc2n3C)CC1	2	-4	5	-3.3	-9	3	-8	3	-1.5
COc1ccc(Cl)c(NC(=O)Cn2nnc(-c3ccccc3N)n2)c1	-9	-3	-19	-2.1	0	5	-8	-9	-3.0
CCOc1ccc(S(=O)(=O)N2CCN(C(=S)NCc3ccco3)CC2)cc1	-8	1	14	0.5	-14	-3	-3	6	-0.6
O=C(CN1C(=O)S/C(=C\c2ccc(O)c([N+](=O)[O-])c2)C1=O)Nc1ccc(N2CCOCC2)cc1	5	5	-13	-0.5	-2	x	6	2	-0.8
Nc1cc(C(=O)O)ccc1Nc1ccc(F)c(F)c1	17	-5	10	0.0	-36	-3	9	1	-2.0

# 2 of the compounds above, as labelled records.
structure: Cc1cc(=O)oc2ccc(OCC(=O)N3CCc4ccccc43)cc12
  NS3 helicase inh: 0	IDE cell activ: -2	UBC9 SUMO inh: 8	VIM-2 inhibitor: 0.3	FID counter: -6	IDE cell inh: -1	M18AAP inhibitor: 1	pCIP destab: -6	IMP-1 inh: -2.7
structure: COc1ccc(NC(=S)N(CCc2ccc(OC)c(OC)c2)Cc2ccccn2)cc1
  NS3 helicase inh: 6	IDE cell activ: 2	UBC9 SUMO inh: 7	VIM-2 inhibitor: -1.1	FID counter: -14	IDE cell inh: 7	M18AAP inhibitor: 0	pCIP destab: -14	IMP-1 inh: -3.2

# New compounds follow
SMILES	NS3 helicase inh	IDE cell activ	UBC9 SUMO inh	VIM-2 inhibitor	FID counter	IDE cell inh	M18AAP inhibitor	pCIP destab	IMP-1 inh
CCCCCOc1ccc(C(=O)N(Cc2ccco2)C2CCS(=O)(=O)C2)cc1 (stereo unspecified)	6	3	-9	-3.3	-31	3	8	1	-1.0
FC(F)Oc1ccc(-c2c[n+]3c(n2-c2ccccc2)CCCCC3)cc1	-8	1	6	-1.3	6	-2	-7	-8	-2.1
CC(=O)N1N=C2/C(=C/c3ccccc3)CCCC2C1c1ccccc1 (stereo unspecified)	6	1	14	3.0	-30	6	-14	-7	-0.6
O=C(Nc1oc2ccc(Cl)cc2c(=O)c1-c1ccc(F)cc1)c1ccco1	-1	2	x	-0.5	-13	5	7	-7	-2.2
O=C(c1cccc(COc2ccc(Cl)cc2Cl)c1)N1CCN(c2ccccn2)CC1	-7	3	-12	-2.8	-25	-5	-8	5	-1.7
COc1ccc(N(C(=O)c2snc(C(N)=O)c2N)C(C(=O)NC2CCCC2)c2ccc(F)cc2)c(OC)c1 (stereo unspecified)	6	3	16	-4.5	-45	0	-6	-8	-4.4
O=C(NCCN1CCOCC1)c1ccc(CSc2nc3ccncc3n2Cc2ccc(F)cc2)cc1	5	-3	2	-3.5	8	-3	2	-7	-2.5
Cn1c(NCC(O)c2ccccc2)nc2c1c(=O)n(Cc1ccc(Cl)cc1)c(=O)n2C (stereo unspecified)	-11	2	-20	-2.3	-14	1	5	-7	-2.5
O=C(CC12CC3CC(CC(C3)C1)C2)Nc1nncs1	-3	2	-4	-2.2	-20	-6	6	-4	-2.8
CCOC(=O)c1ccc(-n2c(C)nc3c(cnn3-c3ccccc3C)c2=O)cc1	-4	7	-3	-4.1	-3	1	3	-11	-1.8
CCOC(=O)C1=C(COC(=O)/C=C/c2cc(OC)c(OC)c(OC)c2)NC(=O)NC1C (stereo unspecified)	-9	2	15	-0.5	-45	-3	3	-16	-1.3
O=C(O)COCC(=O)Nc1ccc(-n2cnnn2)cc1	0	-6	2	-0.8	12	3	-2	-1	-3.3
O=C(CN1C(=O)c2ccccc2S1(=O)=O)NC1CCCCC1	7	4	5	-2.9	-8	10	3	-2	-1.4
CN(C)c1ccc(CN2CCC(C(N)=O)CC2)cc1	9	1	24	-1.3	7	1	11	2	0.4
CCOc1ccc2nc(N=NC3=C(O)CC(C)(C)CC3=O)sc2c1	2	-1	-19	-4.7	-7	-5	1	17	-4.0
CC(C)(C)c1ccc(C(=O)N2CCC(=O)N(C(COCc3ccccc3)Cc3ccccc3)CC2)cc1 (stereo unspecified)	-1	-7	-21	-1.6	-30	0	0	-6	-0.1
CCOc1ccc(-c2nc(C#N)c(N3CCN(C)CC3)o2)cc1	-4	0	17	-3.0	1	-3	-5	0	-4.8
O=C1CCN(Cc2ccc([N+](=O)[O-])cc2)CCN1[C@H](CO)Cc1ccccc1	-8	-1	1	-1.6	-15	6	2	-9	-1.9
COc1ccc2cc3c(N)nn(C(=O)c4cccc(F)c4)c3nc2c1	9	8	28	-0.6	4	6	7	-10	-0.5
COc1ccc(-c2cc(C(=O)NCc3ccccc3)no2)cc1OC	-1	-4	26	-2.3	-11	1	2	-14	-4.0
O=C(O)c1ccccc1C(=O)c1ccc(N2CCOCC2)c([N+](=O)[O-])c1	-5	7	10	-0.7	-12	4	-15	2	-3.2
O=C(c1cccc(Oc2ccc([N+](=O)[O-])cc2)c1)N1CCOCC1	1	1	1	-3.1	-6	1	3	4	-4.5
CC(=O)Nc1ccc(-c2csc(NC(=O)CC(NC(C)=O)c3ccccc3)n2)cc1 (stereo unspecified)	-6	3	17	1.8	-8	1	-9	-3	0.1
CCCN1CCN(C(=O)CCn2c(=O)c3cccn3c3cccnc32)CC1	5	2	9	13*	0	-3	7	5	-0.1
Cc1sc(NC(=O)c2cccs2)nc1-c1ccccc1	-20	-4	-21	-2.9	-4	6	2	4	0.3
CC(=O)Nc1ccc(NC(=O)CSc2nnc(-c3cccs3)n2C)cc1	4	2	-1	0.2	-8	1	-2	8	-0.7
CN=C(C)/C(C(=O)OC)=C(/O)c1c(F)cccc1F	-3	9	15	-1.4	-3	1	-1	-7	-3.3
O=C(NCC(=O)N(Cc1cccs1)C(C(=O)NC1CCCC1)c1ccncc1)c1ccco1 (stereo unspecified)	10	1	9	-3.8	-10	-10	12	-3	-1.5
